TCR-CD3 inh: human TCR-CD3 binding inhibition; AID 651800; TAMRA-labeled TCR probe fluorescence, biochemical; inhibition, % at 9.4 µM; hit rate 0.37% among 360,000; in the data active = inhibition above about 19%;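 note: recombinant mutant TCR 2C K166C tagged with TAMRA read by polarization; 0% = receptor in buffer alone and 100% = receptor with positive control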
HTRA1 inhibitor: blocks human HTRA1 serine peptidase; Q92743; recombinant HTRA1, FP-rhodamine activity-based probe, fluorescence polarization; inhibition, % at 5.96 µM; hit rate 0.5% among 340,000; in the data active = inhibition above about 36%;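 note: 0% = enzyme with DMSO and 100% = wells lacking enzyme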
NPR2 activator: GC-B (human) receptor activation; hit rate 0.11% among 370,000; HEK293-GC-B cells, CNP EC30, cGMP TR-FRET; 0% at EC30 CNP, 100% saturating CNP; activation, % at 10 µM; P20594;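 active = activation at 10 µM reaching about 35% in either raw or pattern-adjusted values, limit read from the data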
LEDGF integ inh: blocks HIV-1 LEDGF/p75-dependent DNA integration; TR-FRET IN-LEDGF/p75 DNA integration, Eu/Cy5; inhibition, % at 3.7 µM; hit rate 0.64% among 370,000; AID 743269;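 active = inhibition above the screen-wide mean plus 3 SD, cut at about 13% in these data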;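 note: signal is the Cy5 over europium emission ratio at 671 and 618 nm; 0% = plate median of compound wells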
rCAG binder: binds r(CAG) RNA repeats | r(CAG) RNA repeat, TO-PRO-1 dye displacement fluorescence | inhibition, % at 3 µM | hit rate 1.3% among 370,000 | AID 651821;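 active = inhibition above the plate cutoff, the mean of all test compounds on that plate plus 3 SD, cut at about 35% in these data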;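 note: 0% = DMSO alone and 100% = 100 µM mitoxantrone as full dye displacement; higher means more dye released from RNA so lower well fluorescence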
TDP2 absorb: TDP2 (human) inhibition, absorbance primary screen; O95551; recombinant TDP2, T5PNP hydrolysis, p-nitrophenol absorbance 415 nm; inhibition, % at 12.8 µM; hit rate 0.34% among 370,000;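 active = inhibition above the mean of all tested compounds plus 3 SD, set per campaign, cut at about 25% in these data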;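 note: 0% = DMSO with enzyme and 100% = buffer with substrate but no TDP2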
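System – recombinant human TDP2 · Quantity – TDP2 enzyme at 120 nM final · Doses – single concentration, 12.8 µM nominal, with 1% DMSO · Incubation – 2 h at 37 °C · Measured by – epi absorbance of p-nitrophenol freed from T5PNP by hydrolysis · Read-out – % inhibition relative to enzyme-containing and enzyme-free wells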
MBD2 DNA inh: blocks human MBD2 binding to methylated DNA; TR-FRET, MBD2 binding to methylated oligonucleotide; Q9UBB5; inhibition, % at 4.4 µM; hit rate 0.31% among 370,000; in the data active = inhibition above about 13%
mABHD4 FP: ABHD4 (mouse) inhibition, primary FP screen. hit rate 0.54% among 370,000. purified mABHD4, FP-Rh probe fluorescence polarization. AID 720543. Q8VD66. inhibition, % at 8.92 µM;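 active = inhibition exceeding the mean over every tested compound plus 3 SD, cut at about 30% in these data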;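 note: 0% = plate median of compound wells and 100% = S159A mutant with DMSO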
Target sequence (Q8VD66 whole entry, looked up): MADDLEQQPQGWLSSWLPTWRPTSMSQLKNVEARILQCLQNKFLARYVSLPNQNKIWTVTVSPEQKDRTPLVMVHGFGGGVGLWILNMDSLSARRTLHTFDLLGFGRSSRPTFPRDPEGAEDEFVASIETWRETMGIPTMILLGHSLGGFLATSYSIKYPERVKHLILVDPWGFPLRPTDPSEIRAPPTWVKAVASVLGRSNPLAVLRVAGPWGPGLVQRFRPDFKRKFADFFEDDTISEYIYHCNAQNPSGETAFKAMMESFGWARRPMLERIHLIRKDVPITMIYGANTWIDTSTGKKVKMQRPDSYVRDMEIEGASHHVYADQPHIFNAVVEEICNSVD
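Assay system: mABHD4 protein; medium: HEPES pH 7.0, NaCl, Pluronic buffer; dosing: 8.92 µM, single dose; schedule: 45 min + 60 min at 25 °C; signal: FP readout, ex 525 nm / em 598 nm; read-out: normalized percent inhibition of probe labeling; repeats: single replicate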
PRMT1 FP inh: inhibitors of human PRMT1; recombinant PRMT1, activity-based probe fluorescence polarization; inhibition, % at 2.79 µM; hit rate 1.3% among 370,000;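 active = inhibition above about 21% made by adding two undisclosed values, limit read from the data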
SIAE inh: inhibitors of human sialic acid acetylesterase SIAE; Q9HAT2; SIAE FP-Rh probe binding, fluorescence polarization; inhibition, % at 9.66 µM; hit rate 0.69% among 370,000;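 active = inhibition above a cutoff: mean of compounds within the control limits plus 3 SD of those, cut at about 17% in these data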;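 note: 0% = plate median of compound wells and 100% = probe without SIAE protein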
Target sequence (Q9HAT2 whole entry, looked up): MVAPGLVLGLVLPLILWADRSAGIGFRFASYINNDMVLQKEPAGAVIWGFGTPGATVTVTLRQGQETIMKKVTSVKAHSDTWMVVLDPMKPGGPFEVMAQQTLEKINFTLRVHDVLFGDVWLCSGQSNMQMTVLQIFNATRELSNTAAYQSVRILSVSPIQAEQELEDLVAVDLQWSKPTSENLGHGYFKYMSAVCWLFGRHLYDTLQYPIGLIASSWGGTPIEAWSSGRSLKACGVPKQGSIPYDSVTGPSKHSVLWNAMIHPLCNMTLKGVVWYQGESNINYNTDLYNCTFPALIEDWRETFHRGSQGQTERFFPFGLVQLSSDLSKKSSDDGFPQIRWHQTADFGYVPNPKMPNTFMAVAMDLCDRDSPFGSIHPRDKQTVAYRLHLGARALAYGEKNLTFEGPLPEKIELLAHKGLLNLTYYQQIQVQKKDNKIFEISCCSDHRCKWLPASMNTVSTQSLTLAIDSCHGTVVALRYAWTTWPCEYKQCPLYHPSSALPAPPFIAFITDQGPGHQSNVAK
Numbers without * were called inactive; / = not tested or not shown. Some of the compounds tested; count on the stated rates, not on these rows.

SMILES | TCR-CD3 inh | HTRA1 inhibitor | NPR2 activator | LEDGF integ inh | rCAG binder | TDP2 absorb | MBD2 DNA inh | mABHD4 FP | PRMT1 FP inh | SIAE inh
CCC(C)NC(=O)CSC1=Nc2ccccc2C2=NC(c3ccccc3)C(=O)N12 (stereo unspecified) | -2 | -4 | -5 | 0 | 1 | -11 | -2 | 9 | 0 | -4
Cc1ccc(Cn2cccc(NC(=O)NC3CCCCC3)c2=O)cc1 | 0 | -5 | -1 | 4 | 0 | 8 | -2 | 2 | -2 | 7
COc1ccc(-n2c(=O)c3ccccc3n(CC(=O)OCc3ccccc3)c2=O)cc1OC | -1 | 0 | 0 | -2 | -4 | 5 | 0 | -1 | 0 | 0
Nc1c(-c2cccs2)cnn1-c1nc(-c2ccc(Cl)cc2Cl)cs1 | 1 | 0 | -3 | -4 | 7 | -3 | -2 | 10 | 1 | 3
N#CCCn1cc(/C=N/O)c(-c2ccc(-c3ccccc3)cc2)n1 | -1 | -18 | -15 | -1 | 9 | -9 | -2 | -18 | 7 | -9
O=C(NCC(=O)N(CC1CCCO1)C1(C(=O)NC2CCCC2)CCCCC1)c1ccccc1 (stereo unspecified) | 5 | -1 | 0 | -1 | -10 | 4 | -2 | -4 | -2 | 1
CCC(=O)OCc1c(C(F)(F)F)nn(C)c1Oc1cccc(C(F)(F)F)c1 | 6 | -5 | 0 | -4 | -9 | -1 | 4 | -4 | 1 | 5
CS(=O)(=O)Oc1ccc2c(c1)O/C(=C\C=C\c1ccccc1)C2=O | 11 | -1 | -1 | -3 | 5 | -1 | 5 | 1 | 1 | 7
CCc1cccc(NS(=O)(=O)c2c(C)[nH]c(=O)[nH]c2=O)c1 | 11 | -5 | -1 | -4 | 4 | -12 | -1 | -7 | -1 | -4
N#Cc1ccc(C(=O)N2CCCCC2c2cc(C(=O)Nc3cccc(C#N)c3)no2)cc1 (stereo unspecified) | -3 | / | 3 | -8 | 3 | 5 | -1 | 11 | 0 | -1
O=C(CC1Oc2ccccc2NC1=O)NCCCN1CCCC1=O (stereo unspecified) | -3 | -3 | 3 | 3 | 5 | -2 | 1 | 4 | 1 | 5
O=[N+]([O-])c1ccc2c(c1)c(-c1ccccc1)nc1nncn12 | -2 | 0 | -2 | -1 | 0 | 7 | 0 | 9 | 0 | 4
CC(C)NC(=O)CN1CCN(Cc2nc(C(c3ccccc3)c3ccccc3)no2)CC1 | 2 | -10 | -2 | 0 | -7 | -1 | -4 | 3 | -3 | -2
CCOCCCNC(=O)N1CCOCC1 | 0 | 1 | 8 | 1 | 0 | -1 | 2 | -6 | -4 | 2
CN1CCC[C@@H]1CCNC(=O)c1cccc2c1C(=O)c1ccc(N3CCCC3)cc1S2(=O)=O | -5 | -23 | 2 | 4 | -12 | -5 | -8 | -27 | 18 | -14
Nc1nc(N2CCN(c3ccc(Cl)cc3)CC2)n[nH]1 | 3 | 4 | -1 | 1 | -3 | 5 | 2 | 5 | -4 | 2
NC(=O)c1ccc(-n2c(CCC(=O)O)ccc2-c2cccs2)cc1 | 1 | 3 | -3 | 1 | 3 | 5 | 1 | 5 | 45* | 1
COc1ccc(Cl)cc1C(=O)Nc1cccnc1 | 0 | -2 | -4 | 1 | -2 | -28 | 1 | -2 | -3 | 3
Cc1ccc(NC(=O)CN2C(=O)CCSc3ccccc32)c(C)c1 | / | / | 3 | 0 | 1 | 0 | 2 | -2 | 0 | 0
Cc1ccc(/C=C/C(=O)N2CCC(Cc3ccccc3)CC2)cc1 | 1 | -36 | -3 | 4 | -6 | 6 | -4 | -11 | -1 | 5

Single values from the list:
Reading of `CCc1cccc(NS(=O)(=O)c2c(C)[nH]c(=O)[nH]c2=O)c1` in mABHD4 FP: -7
Reading of `COc1ccc(-n2c(=O)c3ccccc3n(CC(=O)OCc3ccccc3)c2=O)cc1OC` in mABHD4 FP: -1
Reading of `Nc1nc(N2CCN(c3ccc(Cl)cc3)CC2)n[nH]1` in TCR-CD3 inh: 3
Reading of `CC(C)NC(=O)CN1CCN(Cc2nc(C(c3ccccc3)c3ccccc3)no2)CC1` in LEDGF integ inh: 0
Reading of `Cc1ccc(NC(=O)CN2C(=O)CCSc3ccccc32)c(C)c1` in mABHD4 FP: -2

The list continues:
SMILES | TCR-CD3 inh | HTRA1 inhibitor | NPR2 activator | LEDGF integ inh | rCAG binder | TDP2 absorb | MBD2 DNA inh | mABHD4 FP | PRMT1 FP inh | SIAE inh
Cc1ccc2nc(SCC(=O)NCC3CCCO3)c(C#N)cc2c1 (stereo unspecified) | 1 | 4 | -7 | 1 | 1 | 13 | 1 | 0 | -1 | -2
O=C(c1ccco1)N1CCN(S(=O)(=O)c2cccc(C(F)(F)F)c2)CC1 | -3 | 1 | -2 | 1 | 1 | 8 | 0 | -1 | 3 | -3
CCOC(=O)C1=C(c2ccccc2)Nc2ncnn2C1c1ccc(O)cc1 (stereo unspecified) | 6 | 0 | 5 | 3 | -3 | 3 | 3 | -5 | -2 | -1
CCOC(=O)C1(C)CCN1C(=O)c1ccc(OC)cc1OC (stereo unspecified) | 1 | / | 3 | 3 | 2 | 9 | -6 | -1 | 3 | 3
CN1CCN(c2nc(-c3ccccc3)ncc2S(=O)(=O)c2ccccc2)CC1 | 1 | -7 | 3 | 0 | -3 | -6 | 4 | 2 | -1 | 0
CSc1nnc(C)c(/C=C/Nc2ccc(F)cc2F)n1 | 3 | 3 | 4 | 4 | -4 | -4 | -6 | 2 | -2 | 1
CCn1c(SCC(=O)Nc2nc(C)cs2)nnc1-c1ccco1 | 6 | -4 | -1 | 3 | -4 | 8 | -6 | 3 | -3 | -2
O=C(C[C@H]1C/C=C\C[C@H](NC(=O)OCC2c3ccccc3-c3ccccc32)C(=O)OC[C@H](Cc2ccccc2)NC1=O)N[C@H](CO)Cc1ccccc1 | -2 | -10 | 0 | 3 | 6 | 3 | 1 | -1 | 0 | -6
c1ccc(C2=Nn3c(nnc3-c3n[nH]c4c3CCC4)SC2)cc1 | 11 | 3 | 8 | 0 | -5 | -8 | -3 | -3 | -3 | 1
Cc1ccccc1N1C(=O)CC(N2CCN(C(=O)c3ccco3)CC2)C1=O (stereo unspecified) | 2 | 2 | 4 | -2 | -3 | 0 | 2 | 5 | 10 | -1
Cc1cc(C)cc(C(=O)Nc2ccc(NC(=O)c3cccs3)cc2)c1 | 1 | -36 | 3 | -3 | 7 | 4 | 5 | -4 | 8 | -12
CC1CCN(S(=O)(=O)c2ccc(S(=O)(=O)NCc3cccnc3)cc2)CC1 | -11 | 2 | 2 | 1 | -3 | 5 | -6 | 4 | 6 | 3
C[C@@H]1CN([C@H](C)CO)C(=O)CCCn2nncc2CO[C@@H]1CN(C)S(=O)(=O)c1ccc2c(c1)OCCCO2 | 6 | 1 | 4 | -2 | 1 | -1 | -1 | -2 | -1 | 2
CC1CN(C)C(C)CC1NCc1ccc2c(c1)OCO2 (stereo unspecified) | -1 | 6 | 1 | -2 | 2 | 1 | -5 | 14 | 1 | 1
O=C1Nc2cc(Cl)c(Cl)cc2N(O)N1c1ccc(Cl)c(Cl)c1 | 0 | -8 | 3 | 2 | 3 | 10 | -6 | 3 | 2 | -1
CCOCCCN(C(=O)Cn1nnc(-c2ccc(OC)c(OC)c2)n1)C(CC)C(=O)NC1CCCC1 (stereo unspecified) | 3 | -6 | -5 | -2 | -9 | 15 | -4 | 1 | -1 | 7
O=[N+]([O-])c1ccn(-c2nc(-c3cccs3)cc(C(F)(F)F)n2)n1 | 4 | -1 | 0 | 0 | 0 | 9 | 0 | -2 | -2 | 14
CC1=NN(C(N)=S)C(=O)C1N=Nc1c(Br)cc(Br)cc1Br (stereo unspecified) | -3 | 33 | 1 | -10 | 46* | 1 | -1 | 30* | 2 | 4
CCOc1cc(/C=N\NC(=O)c2ccc(NC(=O)C(C)(C)C)cc2)ccc1OC(=O)c1ccc(C)cc1 | 0 | -11 | 2 | -2 | -1 | -5 | 0 | -4 | -1 | 0
O=C(NCCCN1CCOCC1)c1cc(C(=O)C2CCCCC2)c[nH]1 | -5 | -2 | 3 | 3 | -2 | 10 | -1 | -1 | 2 | 0
Cc1ccc(C(=O)NC2CCN(S(=O)(=O)c3ccc(C)cc3)CC2)cc1 | -1 | -7 | 2 | -1 | -3 | 4 | -3 | 2 | 0 | 1
O=C(COC(=O)Cc1ccc(Cl)cc1Cl)Nc1ccccc1OC(F)F | -7 | -5 | 0 | -3 | -4 | 0 | -5 | -6 | 4 | -1
CC(=O)c1cccc(NC(=O)COC(=O)CC2CC3CCC2C3)c1 (stereo unspecified) | -4 | -3 | 2 | 0 | 0 | -11 | 0 | -10 | -1 | -7
O=C(O)C(Cc1ccccc1)N1C(=O)C2CCCCC2C1=O (stereo unspecified) | 8 | -1 | 2 | 1 | 1 | 3 | -5 | -1 | -1 | -4
Cc1cc(Cl)ccc1NC(=S)NCC(C)C | 10 | 4 | -2 | 0 | -3 | -6 | -2 | -1 | 0 | 6
COc1ccccc1CCNC(=O)CSc1ccc(-c2cccs2)nn1 | -13 | 2 | -1 | 0 | -6 | 3 | -3 | -4 | -3 | 5
Cc1cc(=O)[nH]c(SCC(=O)NN(c2ccccc2)c2ccccc2)n1 | 3 | 1 | 6 | 1 | 6 | 9 | 6 | 2 | 3 | 11

Single records, as listed above:
Record of `O=C(COC(=O)Cc1ccc(Cl)cc1Cl)Nc1ccccc1OC(F)F` = TCR-CD3 inh: -7; HTRA1 inhibitor: -5; NPR2 activator: 0; LEDGF integ inh: -3; rCAG binder: -4; TDP2 absorb: 0; MBD2 DNA inh: -5; mABHD4 FP: -6; PRMT1 FP inh: 4; SIAE inh: -1
Record of `CC(=O)c1cccc(NC(=O)COC(=O)CC2CC3CCC2C3)c1` (stereo unspecified) = TCR-CD3 inh: -4; HTRA1 inhibitor: -3; NPR2 activator: 2; LEDGF integ inh: 0; rCAG binder: 0; TDP2 absorb: -11; MBD2 DNA inh: 0; mABHD4 FP: -10; PRMT1 FP inh: -1; SIAE inh: -7

An excerpt from above in order of length of the SMILES, descending.
SMILES | TCR-CD3 inh | HTRA1 inhibitor | NPR2 activator | LEDGF integ inh | rCAG binder | TDP2 absorb | MBD2 DNA inh | mABHD4 FP | PRMT1 FP inh | SIAE inh
Cc1ccc(C(=O)NC2CCN(S(=O)(=O)c3ccc(C)cc3)CC2)cc1 | -1 | -7 | 2 | -1 | -3 | 4 | -3 | 2 | 0 | 1
CC(=O)c1cccc(NC(=O)COC(=O)CC2CC3CCC2C3)c1 (stereo unspecified) | -4 | -3 | 2 | 0 | 0 | -11 | 0 | -10 | -1 | -7
COc1ccccc1CCNC(=O)CSc1ccc(-c2cccs2)nn1 | -13 | 2 | -1 | 0 | -6 | 3 | -3 | -4 | -3 | 5
O=C(O)C(Cc1ccccc1)N1C(=O)C2CCCCC2C1=O (stereo unspecified) | 8 | -1 | 2 | 1 | 1 | 3 | -5 | -1 | -1 | -4
